Screens as filed in PubChem.
PAFAH1B2 inh: inhibitors of human PAFAH1B2; recombinant PAFAH1B2, FP-rhodamine activity probe, fluorescence polarization; inhibition, % at 3.39 µM; 1.2% of 340,000 active; AID 492953;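 active = inhibition above the mean of all tested compounds plus 3 SD, cut at about 24% in these data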;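 note: 0% = enzyme with DMSO and 100% = wells lacking PAFAH1B2; many of its hits are not listed in these tables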
Target sequence (P68402 whole entry, looked up): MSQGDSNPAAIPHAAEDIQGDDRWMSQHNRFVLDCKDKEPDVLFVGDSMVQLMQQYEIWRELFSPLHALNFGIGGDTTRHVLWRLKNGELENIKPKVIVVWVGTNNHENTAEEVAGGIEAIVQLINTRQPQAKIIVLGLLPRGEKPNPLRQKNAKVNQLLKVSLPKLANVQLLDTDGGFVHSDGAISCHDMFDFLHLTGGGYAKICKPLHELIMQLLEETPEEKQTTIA
LYPLA1 inh: LYPLA1 (human) inhibition in PME1 counter-screen; inhibition, % at 5.9 µM; 0.16% of 320,000 active; recombinant LYPLA1, FP-Rh probe fluorescence polarization;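 active = inhibition above the mean of all tested compounds plus 3 SD, set per campaign, cut at about 14% in these data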;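 note: inhibitors block serine hydrolase probe labeling of LYPLA1 so polarization falls; 0% = enzyme with DMSO and 100% = wells lacking LYPLA1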
PAFAH1B3 inh: blocks human PAF acetylhydrolase 1B catalytic subunit 3; recombinant PAFAH1B3, FP-rhodamine probe, fluorescence polarization; inhibition, % at 3.39 µM; 0.28% of 340,000 active; AID 492972;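 active = inhibition above the screen-wide average of all tested compounds plus 3 SD, cut at about 25% in these data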;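 note: 0% = enzyme with DMSO only and 100% = wells lacking PAFAH1B3 protein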
ZTA counter: counter-screen for EBNA-1 inhibitors: inhibitors of Epstein-Barr virus ZTA | P03206 | ZTA-DNA binding, fluorescence polarization | inhibition, % at 11 µM | 0.15% of 320,000 active | AID 2234; in the data active = inhibition above about 33%
PAFAH2 inh: PAFAH2 (human) inhibition | recombinant PAFAH2, FP-rhodamine activity probe, fluorescence polarization | Q99487 | AID 492956 | inhibition, % at 3.39 µM | 0.99% of 340,000 active;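 active = inhibition above the mean over all tested compounds plus 3 SD, cut at about 30% in these data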;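 note: inhibitors block probe labeling of enzyme so polarization drops; 0% = enzyme with DMSO and 100% = wells lacking PAFAH2 protein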
EBNA-1 inh: blocks EBNA-1 binding to DNA; 0.34% of 300,000 active; EBNA-1 DNA binding, fluorescence polarization; inhibition, % at 14.8 µM; in the data active = inhibition above about 28%
pPAFAH FP inh: pPAFAH (human) enzyme inhibition; Q13093; recombinant pPAFAH, FP-rhodamine probe fluorescence polarization; inhibition, % at 3.39 µM; 1.5% of 330,000 active;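 active = inhibition above the mean inhibition across the screen plus 3 SD, cut at about 25% in these data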;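 note: inhibitors block binding of the rhodamine activity-based probe so polarization drops; 0% = enzyme with DMSO and 100% = wells lacking pPAFAH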
PREPL inhibitor: inhibitors of human prolyl oligopeptidase-like enzyme PREPL | Q4J6C6 | recombinant PREPL, fluorescence polarization activity-based probe | inhibition, % at 5.96 µM | 0.68% of 320,000 active | AID 2751; in the data active = inhibition above about 43%;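 note: 0% = enzyme with DMSO and 100% = wells lacking enzyme; many of its hits are not listed in these tables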
Target sequence (Q4J6C6 whole entry, looked up): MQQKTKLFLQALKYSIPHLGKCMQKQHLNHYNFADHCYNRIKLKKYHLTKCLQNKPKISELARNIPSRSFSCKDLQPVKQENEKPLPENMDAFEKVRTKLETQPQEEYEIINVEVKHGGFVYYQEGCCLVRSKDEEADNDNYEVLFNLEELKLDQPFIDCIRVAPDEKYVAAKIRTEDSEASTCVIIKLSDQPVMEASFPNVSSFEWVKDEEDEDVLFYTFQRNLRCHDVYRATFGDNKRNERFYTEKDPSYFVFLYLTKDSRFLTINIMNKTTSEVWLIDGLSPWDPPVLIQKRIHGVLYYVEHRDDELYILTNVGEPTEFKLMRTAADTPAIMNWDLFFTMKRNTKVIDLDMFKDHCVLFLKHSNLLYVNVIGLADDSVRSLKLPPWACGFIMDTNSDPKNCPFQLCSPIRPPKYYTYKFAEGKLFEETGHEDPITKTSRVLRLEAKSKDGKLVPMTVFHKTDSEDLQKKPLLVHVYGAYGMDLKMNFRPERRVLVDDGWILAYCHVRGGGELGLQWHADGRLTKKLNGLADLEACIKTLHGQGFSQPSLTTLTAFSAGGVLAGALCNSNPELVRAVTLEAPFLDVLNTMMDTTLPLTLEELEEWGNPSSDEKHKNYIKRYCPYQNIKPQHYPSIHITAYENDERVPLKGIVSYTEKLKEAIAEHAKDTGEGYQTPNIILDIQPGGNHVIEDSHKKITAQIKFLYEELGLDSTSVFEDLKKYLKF
LYPLA2 counter: blocks human lysophospholipase 2, a PME1 counter-screen; recombinant LYPLA2, FP-Rh probe fluorescence polarization; O95372; 0.38% of 320,000 active; inhibition, % at 5.9 µM; AID 2177;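 active = inhibition above the screen-wide mean plus 3 SD, limit set per campaign, cut at about 26% in these data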;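 note: 0% = LYPLA2 with DMSO and 100% = wells lacking LYPLA2 enzyme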
Active calls of the source: *; nt = no result given.

| Structure | PAFAH1B2 inh | LYPLA1 inh | PAFAH1B3 inh | ZTA counter | PAFAH2 inh | EBNA-1 inh | pPAFAH FP inh | PREPL inhibitor | LYPLA2 counter |
| --- | --- | --- | --- | --- | --- | --- | --- | --- | --- |
| NC(=O)Nc1ccc(C(=O)OCC(=O)Nc2ccc(Cl)cc2C(=O)c2ccccc2)cc1 | -1 | -19 | -4 | -2 | 70* | 13 | 3 | -21 | -35 |
| COC(=O)C1=C(c2cc3ccccc3s2)C[C@@H]2CC[C@H]1N2C(=O)NC1CCCCC1 | -3 | 1 | 2 | -5 | 8 | 4 | 5 | 22 | 4 |
| Nc1cnn(-c2ccccc2)c(=O)c1Cl | 2 | 3 | 6 | 7 | 4 | -5 | 2 | -19 | -1 |
| N#Cc1cc(F)c(N2CCNCC2)cc1Cl | 4 | -2 | 8 | 24 | -5 | 18 | 2 | 10 | -9 |
| O=C1N(c2ccc(Cl)cc2)C(c2cccnc2)N2CCCN12 (stereo not given) | 3 | -3 | -1 | 16 | -2 | -2 | 6 | 2 | 2 |
| C[C@H]1[C@H](OC(=O)CCC(=O)NCc2ccc(C(=O)O)cc2)O[C@@H]2O[C@@]3(C)CC[C@H]4[C@H](C)CC[C@@H]1C24OO3 | 7 | 2 | -1 | 2 | 3 | 1 | 4 | 14 | 2 |
| O=c1c2ccccc2nc(CSc2ncnc3nc[nH]c23)n1-c1ccccc1Cl | 2 | 1 | -1 | -12 | 4 | 5 | 1 | 13 | 5 |
| COC(=O)C1=CO[C@@H](C)[C@@H]2CN(CCc3c[nH]c4ccccc34)CC[C@H]12 | -3 | 4 | 1 | 10 | 8 | 8 | 3 | -24 | 2 |
| CCN(CC)P(=S)(c1c(C)nc2ccccn12)c1c(C)nc2ccccn12 | 3 | -1 | 6 | -26 | 2 | -3 | 2 | 5 | 4 |
| C/C(=N\N1CCCCC1)c1c(O)[nH]c(=O)[nH]c1=O | 4 | 1 | 0 | 4 | 8 | -3 | -2 | -6 | -2 |
| COc1cc(OC)c(OC)cc1CNC(C)C(O)c1ccccc1 (stereo not given) | 1 | 4 | -1 | -3 | -7 | -2 | 2 | 15 | 2 |
| CC(=O)NC1C(OC(=O)Cc2ccccc2)OC(COC(C)=O)C(OC(C)=O)C1OC(C)=O (stereo not given) | 4 | 1 | 11 | -10 | 6 | -14 | -4 | 14 | -4 |
| COC(=O)C1=C(c2cc3ccccc3s2)C[C@@H]2CC[C@H]1N2C(=O)NCc1cccc2ccccc12 | -5 | -4 | -10 | 4 | 0 | 7 | -2 | -38 | -11 |
| O=C(COc1ccc2ccccc2c1)N1CCN(CC2CC3C=CC2C3)CC1 (stereo not given) | 2 | 20* | 2 | -13 | 4 | -1 | 3 | 29 | 26* |
| CC1C(c2cccs2)=[N+]([O-])C(C)(C(=O)c2cccs2)N1O (stereo not given) | 0 | -3 | 6 | 10 | -1 | 0 | 3 | -4 | 2 |
| CCOC(=O)c1c(N)n(CCN2CCOCC2)c2nc3ccccc3nc12 | -1 | 1 | 7 | -8 | 2 | 1 | 7 | -7 | 5 |
| CCCCn1c(=O)c(C=Nc2cc([N+](=O)[O-])ccc2OC)c(O)n(CCCCl)c1=O | 2 | -1 | -1 | -11 | 5 | -16 | -5 | -1 | 0 |
| C[C@@H]1O[C@@H](O[C@H]2C[C@@H](O)[C@]3(CO)[C@@H]4C(CC[C@]3(O)C2)[C@@]2(O)CC[C@H](C3COC(=O)C3)[C@@]2(C)C[C@H]4O)[C@H](O)[C@H](O)[C@H]1O (stereo not given in full) | -2 | -4 | 4 | -4 | 1 | 3 | 7 | -1 | -1 |
| Nc1ccccc1C(=O)OCC(=O)Nc1ccc(Br)cc1F | 1 | -2 | -1 | 0 | -3 | 4 | 5 | 12 | -1 |
| O=C(CCc1ccccc1)N1C[C@H]2C[C@@H](C1)c1cccc(=O)n1C2 | 3 | 1 | 9 | -3 | 2 | 3 | -5 | 18 | 10 |

An excerpt from above in order of length of the SMILES, falling.
| Structure | PAFAH1B2 inh | LYPLA1 inh | PAFAH1B3 inh | ZTA counter | PAFAH2 inh | EBNA-1 inh | pPAFAH FP inh | PREPL inhibitor | LYPLA2 counter |
| --- | --- | --- | --- | --- | --- | --- | --- | --- | --- |
| C[C@@H]1O[C@@H](O[C@H]2C[C@@H](O)[C@]3(CO)[C@@H]4C(CC[C@]3(O)C2)[C@@]2(O)CC[C@H](C3COC(=O)C3)[C@@]2(C)C[C@H]4O)[C@H](O)[C@H](O)[C@H]1O (stereo not given in full) | -2 | -4 | 4 | -4 | 1 | 3 | 7 | -1 | -1 |
| CC(=O)NC1C(OC(=O)Cc2ccccc2)OC(COC(C)=O)C(OC(C)=O)C1OC(C)=O (stereo not given) | 4 | 1 | 11 | -10 | 6 | -14 | -4 | 14 | -4 |
| NC(=O)Nc1ccc(C(=O)OCC(=O)Nc2ccc(Cl)cc2C(=O)c2ccccc2)cc1 | -1 | -19 | -4 | -2 | 70* | 13 | 3 | -21 | -35 |
| O=C(CCc1ccccc1)N1C[C@H]2C[C@@H](C1)c1cccc(=O)n1C2 | 3 | 1 | 9 | -3 | 2 | 3 | -5 | 18 | 10 |
| O=c1c2ccccc2nc(CSc2ncnc3nc[nH]c23)n1-c1ccccc1Cl | 2 | 1 | -1 | -12 | 4 | 5 | 1 | 13 | 5 |
| CCN(CC)P(=S)(c1c(C)nc2ccccn12)c1c(C)nc2ccccn12 | 3 | -1 | 6 | -26 | 2 | -3 | 2 | 5 | 4 |
| CCOC(=O)c1c(N)n(CCN2CCOCC2)c2nc3ccccc3nc12 | -1 | 1 | 7 | -8 | 2 | 1 | 7 | -7 | 5 |
| COc1cc(OC)c(OC)cc1CNC(C)C(O)c1ccccc1 (stereo not given) | 1 | 4 | -1 | -3 | -7 | -2 | 2 | 15 | 2 |
| Nc1ccccc1C(=O)OCC(=O)Nc1ccc(Br)cc1F | 1 | -2 | -1 | 0 | -3 | 4 | 5 | 12 | -1 |
| N#Cc1cc(F)c(N2CCNCC2)cc1Cl | 4 | -2 | 8 | 24 | -5 | 18 | 2 | 10 | -9 |

Remaining list, next part:
| Structure | PAFAH1B2 inh | LYPLA1 inh | PAFAH1B3 inh | ZTA counter | PAFAH2 inh | EBNA-1 inh | pPAFAH FP inh | PREPL inhibitor | LYPLA2 counter |
| --- | --- | --- | --- | --- | --- | --- | --- | --- | --- |
| CN1C(=O)C(=Cc2ccc(OCC(=O)Nc3ccccc3)cc2)C(=O)N(C)C1=O | -1 | 1 | 7 | -2 | -14 | -10 | -3 | 3 | 4 |
| Cc1cc(OCC(=O)NC2CCS(=O)(=O)C2)c2c3c(c(=O)oc2c1)CCC3 (stereo not given) | -2 | 1 | 10 | 2 | -3 | -13 | -2 | -13 | 0 |
| CC(C)c1ccc(N2C(=O)NC(=O)/C(=C/C=C/c3ccco3)C2=O)cc1 | 1 | -5 | -1 | 2 | 6 | 2 | 43* | -9 | -9 |
| COC(=O)C1=C(c2ccccc2)C[C@@H]2CC[C@H]1N2C(=O)NC(C)C | 2 | 1 | 1 | 2 | -6 | 4 | 6 | 4 | 1 |
| NCCCN1CCN(c2ccccc2)CC1 | 2 | 1 | 5 | -11 | 3 | 1 | 3 | 27 | 0 |
| CC(=O)c1ccc2c(c1)C1C(Cl)C(Sc3ccccc3[N+](=O)[O-])CC1C(c1ccccc1)N2 (stereo not given) | 11 | -22 | 0 | 4 | 2 | -5 | 19 | 15 | -11 |
| CN/C=C(/Cl)P(=O)(OC(C)C)OC(C)C | -3 | -2 | 7 | 0 | -3 | 2 | 4 | 8 | -1 |
| O=C(NC1CCCCC1)N1C[C@H]2C[C@@H](C1)c1cccc(=O)n1C2 | 2 | -3 | 2 | 16 | -2 | 9 | 2 | -11 | 2 |
| Cc1ccccc1CC(=O)N(CCN(C)C)CC1CCCN(Cc2ccccc2F)C1 (stereo not given) | 1 | 0 | 7 | -3 | -2 | -6 | 0 | 9 | 3 |
| CCN1C(=O)/C(=C/c2ccc(N(CC)CC)cc2OC)C(=O)NC1=S | 0 | -6 | 2 | 0 | 11 | 1 | -1 | -6 | -16 |
| CCCC1=C(C(=O)OCC)C2(C(=O)Nc3ccc(C)cc32)C(C#N)=C(N)O1 (stereo not given) | 6 | -1 | 3 | -7 | -6 | -17 | 0 | 1 | -3 |
| O=C(N/N=C/c1c(O)n(C2CC2)c(=S)[nH]c1=O)c1ccccc1Cl | -3 | -4 | -1 | 4 | -28 | -16 | 1 | -3 | -5 |
| CCn1c(C)c(C(=O)O)c2cc(OC)ccc21 | -3 | 1 | -8 | 9 | 3 | -4 | 1 | 14 | -5 |
| Cc1cc(/C=C2\C(=O)NC(=O)N(Cc3ccccc3Cl)C2=O)c(C)n1-c1ccc(C(=O)O)cc1 | 5 | 1 | -1 | 16 | 34* | -15 | 11 | -4 | 3 |
| C#CCN(C)[C@H](C)Cc1ccccc1 | 1 | -1 | 4 | 7 | 1 | -17 | -5 | -1 | 4 |
| COc1cc(/C=C2\C(=O)NC(=O)N(c3ccc(C)cc3)C2=O)cc(OC)c1O | -6 | 4 | 7 | 8 | -17 | 5 | 3 | 8 | 8 |
| COC(=O)C1=C(C)OC(N)=C(C#N)C12C(=O)Nc1ccccc12 (stereo not given) | -2 | -1 | 8 | 2 | 5 | 7 | 6 | 4 | 7 |
| Fc1cccc(CCNCc2ccccn2)c1 | 2 | 2 | 7 | -10 | -2 | -4 | -1 | 15 | 8 |
| COc1ccc(CCN(C)Cc2ccncc2)cc1OC | 1 | 0 | 4 | 9 | -7 | 2 | 3 | -2 | 1 |
| COc1ccc2c3c([nH]c2c1)C(C)NCC3 (stereo not given) | -5 | -7 | 7 | -5 | -6 | -7 | 10 | 67* | -4 |
| CCOc1cc2c(cc1OCC)-n1cccc1C(c1c(O)cccc1OC)NC2 (stereo not given) | 3 | 1 | 13 | -10 | 5 | 4 | 2 | -6 | 3 |
| COC(=O)C1=C(c2cccc(OCc3ccccc3)c2)C[C@@H]2CC[C@H]1N2C(=O)NCCCc1ccccc1 | 4 | -3 | -8 | 8 | -13 | nt | 30* | 16 | -7 |
| COC(=O)C1=C(c2ccc3ccccc3c2)C[C@@H]2CC[C@H]1N2C(=O)NC(C)C | 1 | 3 | 1 | 7 | 1 | nt | 2 | -7 | 3 |

Two entries from above in a different format.
Values run as follows: PAFAH1B2 inh | LYPLA1 inh | PAFAH1B3 inh | ZTA counter | PAFAH2 inh | EBNA-1 inh | pPAFAH FP inh | PREPL inhibitor | LYPLA2 counter
CN/C=C(/Cl)P(=O)(OC(C)C)OC(C)C
 : -3 | -2 | 7 | 0 | -3 | 2 | 4 | 8 | -1
O=C(NC1CCCCC1)N1C[C@H]2C[C@@H](C1)c1cccc(=O)n1C2
 : 2 | -3 | 2 | 16 | -2 | 9 | 2 | -11 | 2

Some of the compounds tested; count on the stated rates, not on these rows.
